SARS 3CLpro inh: SARS-CoV 3CLpro protease inhibition. recombinant SARS-CoV 3CLpro, quenched FRET peptide cleavage. inhibition, % at 6 µM. 0.14% of 290,000 active; in the data active means inhibition above about 12%
Anthrax LF inh2: blocks Bacillus anthracis lethal factor protease. 0.12% of 360,000 active. inhibition, % at 10 µM. P15917. AID 588501. multiplex microsphere protease cleavage assay, LF; further: plate controls were buffer without enzyme for full effect and enzyme alone for no effect
Target sequence (P15917 whole entry, looked up): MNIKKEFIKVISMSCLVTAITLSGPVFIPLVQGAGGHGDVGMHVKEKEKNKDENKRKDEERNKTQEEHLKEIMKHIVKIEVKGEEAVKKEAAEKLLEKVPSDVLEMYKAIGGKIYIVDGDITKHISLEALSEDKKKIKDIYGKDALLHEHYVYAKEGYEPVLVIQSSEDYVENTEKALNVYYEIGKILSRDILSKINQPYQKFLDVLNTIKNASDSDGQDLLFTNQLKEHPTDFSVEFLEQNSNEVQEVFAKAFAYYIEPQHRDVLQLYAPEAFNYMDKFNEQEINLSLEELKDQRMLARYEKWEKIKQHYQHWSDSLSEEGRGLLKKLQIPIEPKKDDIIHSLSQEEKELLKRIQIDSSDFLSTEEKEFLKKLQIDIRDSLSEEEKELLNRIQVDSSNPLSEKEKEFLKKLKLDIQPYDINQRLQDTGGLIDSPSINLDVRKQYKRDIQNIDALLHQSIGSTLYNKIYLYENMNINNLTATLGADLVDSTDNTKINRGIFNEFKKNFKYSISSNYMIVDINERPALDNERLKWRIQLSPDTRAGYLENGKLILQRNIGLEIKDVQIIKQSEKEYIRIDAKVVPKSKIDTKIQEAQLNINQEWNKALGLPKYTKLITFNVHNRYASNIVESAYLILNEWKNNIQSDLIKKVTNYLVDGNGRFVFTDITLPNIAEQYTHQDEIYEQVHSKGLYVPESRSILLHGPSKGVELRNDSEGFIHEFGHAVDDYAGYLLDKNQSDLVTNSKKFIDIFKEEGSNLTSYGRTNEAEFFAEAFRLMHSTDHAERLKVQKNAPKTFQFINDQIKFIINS
BoNT A protease: inhibitors of Botulinum neurotoxin A light chain protease. multiplex microsphere protease substrate cleavage, flow cytometry. inhibition, % at 10 µM. AID 588499. 0.17% of 360,000 active; further: plate controls were buffer without enzyme for full effect and enzyme alone for no effect
SSB-PriA inh: K. pneumoniae PriA-SSBct interaction inhibition | 0.6% of 430,000 active | inhibition, % at 33 µM | AlphaScreen SSBct-PriA binding, biotinylated peptide; in the data active means inhibition mostly above about 37%, no sharp cut-off; inactive means mostly below about 20%;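 further: plate controls were negative control peptide for no effect and reference peptide for full effect; strong numbers were not always called active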
Vc quorum ag: induces V. cholerae light production without autoinducers; 0.16% of 350,000 active; V. cholerae BH1578 lux reporter, luminescence, 6 h; AID 588436; activation, % at 18.7 µM; in the data active means activation mostly above about 9.7%, no sharp cut-off; further: not every result past the cut was called active; inactives centre near 0; reference of the scale not given here
TcdB GH inh: inhibitors of Clostridioides difficile toxin B glycohydrolase | P18177 | TcdB glycohydrolase enzymatic assay, plate reader | inhibition, % at 9.99 µM | 0.24% of 350,000 active; in the data active means inhibition above about 10%
PfHsp40 rescue: compounds rescuing yeast from Plasmodium falciparum HSP40 toxicity. S. cerevisiae expressing PfHsp40, growth rescue, ATP luminescence. growth rescue, % at 12.5 µM. 0.68% of 340,000 active; in the data active means growth rescue above about 28%, passing the limit was not always enough;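 further: yeast W303a lacking pdr1 and pdr3 grown in galactose medium; growth measured after three days at 30 °C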
Yp Topo-I inh: inhibitors of Yersinia pestis topoisomerase I | 0.064% of 360,000 active | AID 504884 | activity, % at 10 µM | Y. pestis Topo-I cleavage product accumulation, plate reader; in the data active means activity above about 50%, passing the limit was not always enough; further: inactives centre near 2
PrPC surface inh: cell surface PrPC inhibition, primary TR-FRET screen; P04156; TR-FRET read-out; inhibition, % at 13.8 µM; 0.43% of 370,000 active; AID 720596; in the data active means inhibition above about 24%; further: 0% = median of the test wells and 100% = reference compound wells
* = called active by the depositor; i = inactive; . = not tested or not shown; & = joins results of further samples. Unless noted, no stated cut-off is given here; in the data, active means inhibition above about 30%; inconclusive means no clear call, values can overlap the other calls; inactive means below that.

SMILES | SARS 3CLpro inh | Anthrax LF inh2 | BoNT A protease | SSB-PriA inh | Vc quorum ag | TcdB GH inh | PfHsp40 rescue | Yp Topo-I inh | PrPC surface inh
CC(C)(C)c1ccc(-c2noc(CCC(=O)NCC3CCCO3)n2)cc1 (stereo not given) | 4 | -2 | 1.7 | -11 | i | . | 0.1 | 19 | 6
COc1ccc(NC(=O)Nc2nnc(-c3cccs3)s2)cc1 | -3 | 3 | -1.8 | -5 | -0.7 | 0.3 | 1.6 | 2 | 1
Cc1cc2occ(CC(=O)NC3CCCc4ccccc43)c2cc1C (stereo not given) | 1 | 0 | -0.9 | -4 | 1.2 | 1.9 | -0.7 | 14 | 1
CCOc1cc(/C=N/N=C(/N)c2nonc2N)cc(Br)c1OCc1ccc(Cl)cc1 | -9 | -8 | 0.4 | . | i | . | 0.7 | -1 | 6
O=C(NCC1CCCO1)c1ccc(NC(=O)c2cccc(Br)c2)cc1 (stereo not given) | 0 | -7 | -1.5 | 0 | -0.4 | -0.9 | -1.0 | 11 | -6
CC(=O)Nc1ccc(-c2ccnc3c2CC(C)(C(=O)Nc2cccc(C(C)=O)c2)O3)cc1 (stereo not given) | . | -5 | -0.1 | . | i | 1.8 | . | 8 | -6
N#C/C(=C\c1ccco1)C(=O)Nn1cnnc1 | 2 | 1 | -0.7 | -7 | 0.6 | 1.7 | 0.0 | 20 | 1
CC12CN3CCN(CC(C3)C1(O)CN1CCCCC1)C2 (stereo not given) | -8 | -2 | -0.6 | 10 | -0.3 | . | 1.5 | 4 | -3
O=C1NC[C@H](Cc2ccccc2)N(C[C@H]2CCCN2C[C@H](Cc2ccccc2)N2C[C@H](Cc3ccc(O)cc3)N(CCc3ccccc3)C(=O)C2=O)C1=O | . | 0 | -0.2 | 0 | i | 0.7 | 1.9 | 34 | 2
O=S(CC(O)COCc1ccc(Cl)cc1)c1ccccn1 (stereo not given) | -2 | 2 | 3.3 | -21 | 0.6 | . | 0.8 | -5 | 9
CCOc1cccc(NC(=O)Cn2nc(-c3ccc4c(c3)OCCO4)ccc2=O)c1 | 3 | -1 | -1.0 | -6 | -0.2 | . | 1.2 | 18 | -16
O=C(c1ccc(CS(=O)Cc2ccccc2Cl)o1)N1CCN(c2cccc(Cl)c2)CC1 (stereo not given) | 4 | -2 | 0.9 | 27 | -2.0 | 0.0 | -0.5 | 32 | 17
O=C(CF)NC(Nc1cccc2cccnc12)C(Cl)(Cl)Cl (stereo not given) | -8 | -5 | -1.1 | 73* | 3.1 | . | -0.2 | -13 | -4
O=C1NC(=O)N(c2cccc(Cl)c2)C(=O)/C1=C\c1ccc(Sc2nc3ccccc3[nH]2)o1 | 0 | -1 | -1.8 | -2 | -0.3 | 1.6 | 2.5 | -9 | 6
Cc1ccc(C)c(OCCC(=O)OCC(=O)Nc2cc(S(=O)(=O)N3CCOCC3)ccc2C)c1 | . | -2 | 1.1 | -1 | -0.7 | -0.5 | 1.2 | 21 | -3
COc1ccc(NC(=O)CSc2nnc(N)s2)cc1S(=O)(=O)N1CCCCC1 | . | -3 | 3.7 | 0 | i | -2.7 | -0.2 | 1 | 1
Cc1nnc(NC(=O)CSc2nc(C(C)C)nc3ccccc23)s1 | -3 | -2 | -0.1 | -5 | -8.3 | 0.2 | -0.9 | 2 | 29*
C[C@@H]1CN([C@@H](C)CO)C(=O)CCCn2nncc2CO[C@@H]1CN(C)C(=O)c1cc(-c2ccccc2)on1 | . | -5 | -0.1 | . | i | 1.0&-0.9&-0.9 | . | 12 | -2
CC(=O)Nc1nc(C)c(-c2nc3ccc([N+](=O)[O-])cc3[nH]2)s1 | -8 | 2 | -1.0 | -3 | i | 1.7 | -1.1 | -19 | -16
Cc1cc(C)n(-c2nc3ccccc3c(=O)n2OC2CCCCC2)n1 | 0 | -1 | -0.5 | -11 | -0.6 | . | -0.5 | -1 | 8

A different layout for 3 compounds above:
CC12CN3CCN(CC(C3)C1(O)CN1CCCCC1)C2 (stereo not given)
- SARS 3CLpro inh = -8
- Anthrax LF inh2 = -2
- BoNT A protease = -0.6
- SSB-PriA inh = 10
- Vc quorum ag = -0.3
- TcdB GH inh = .
- PfHsp40 rescue = 1.5
- Yp Topo-I inh = 4
- PrPC surface inh = -3
O=S(CC(O)COCc1ccc(Cl)cc1)c1ccccn1 (stereo not given)
- SARS 3CLpro inh = -2
- Anthrax LF inh2 = 2
- BoNT A protease = 3.3
- SSB-PriA inh = -21
- Vc quorum ag = 0.6
- TcdB GH inh = .
- PfHsp40 rescue = 0.8
- Yp Topo-I inh = -5
- PrPC surface inh = 9
Cc1ccc(C)c(OCCC(=O)OCC(=O)Nc2cc(S(=O)(=O)N3CCOCC3)ccc2C)c1
- SARS 3CLpro inh = .
- Anthrax LF inh2 = -2
- BoNT A protease = 1.1
- SSB-PriA inh = -1
- Vc quorum ag = -0.7
- TcdB GH inh = -0.5
- PfHsp40 rescue = 1.2
- Yp Topo-I inh = 21
- PrPC surface inh = -3

(listing goes on)
SMILES | SARS 3CLpro inh | Anthrax LF inh2 | BoNT A protease | SSB-PriA inh | Vc quorum ag | TcdB GH inh | PfHsp40 rescue | Yp Topo-I inh | PrPC surface inh
O=C(O)C12C3CCC(O3)C1(C(=O)O)C1CCC2O1 (stereo not given) | . | 0 | 0.1 | -8 | i | 1.8 | 0.1 | 1 | 0
CC(C)c1ccc(C(C(=O)NC(C)(C)C)N(C(=O)CNC(=O)c2ccco2)c2cccnc2)cc1 (stereo not given) | -3 | -3 | 0.5 | 24 | i | . | -0.1 | 11 | 7
CCCCn1nnnc1C1(C)CCC(=O)N1Cc1cccc(F)c1 (stereo not given) | . | -2 | 0.8 | . | . | 1.5 | . | . | -2
O=C(CN1CCC(n2nnc3cc(C(F)(F)F)ccc32)CC1)Nc1ccc2c(c1)CCC2 | 3 | -3 | -0.3 | 1 | i | . | -2.2 | 25 | -7
CCn1c(SC)nnc1-c1c[nH]c2ccccc12 | -4 | -14 | -3.5 | -2 | -1.0 | -0.4 | -1.1 | 4 | -5
Cc1cc(C)n(-c2cc(C)c(C)cc2Br)n1 | -8 | -3 | -0.7 | -21 | -0.3 | . | 0.1 | -5 | -7
Nc1nc(Cl)nc2c1ncn2C1CC(O)C(CO)O1 (stereo not given) | . | -12 | 0.3 | -3 | 0.3 | 1.0 | -0.3 | 7 | 5
Cc1ccc2nc(SCCCCOc3ccccc3)[nH]c2c1 | 3 | -9 | -0.3 | -4 | 0.6 | . | -0.6 | 2 | .
O=C(C1=C(O)C(=O)N(CCN2CCOCC2)C1c1cccc([N+](=O)[O-])c1)c1cc2ccccc2o1 (stereo not given) | . | 4 | 0.3 | . | -5.3 | -4.7 | . | -4 | 4
COc1ccc(-c2cc(C(F)(F)F)nc(SCCC(=O)N3CCOCC3)n2)cc1 | -4 | -5 | -0.8 | -26 | i | . | 1.6 | 12 | 0
COc1ccc(C(=O)COC(=O)CCN2C(=O)C3C4CCC(C4)C3C2=O)cc1 (stereo not given) | -4 | -1 | 0.3 | -14 | -0.2 | 0.1 | -0.7 | -2 | -3
CCc1nnc(NC(=O)/C=C/c2cccs2)s1 | 1 | -4 | 0.7 | 7 | i | 1.9 | -0.9 | -6 | 2
Cc1nccn1CC(O)Cn1c2ccccc2c2ccccc21 (stereo not given) | 0 | -2 | 0.0 | 8 | i | . | 0.4 | -11 | -4
Cn1c2ccc(F)cc2c2nnc(NN)nc21 | 2 | -15 | 0.6 | -4 | 0.5 | -0.4 | . | 7 | -7
CCOP(=O)(OCC)C1(O)C(=O)Nc2ccc(Br)cc21 (stereo not given) | -8 | 2 | 0.7 | 4 | -0.2 | . | -1.2 | 0 | -5
O=C(COC(=O)c1cccc([N+](=O)[O-])c1)NNC(=O)c1cccs1 | . | -3 | 0.5 | 11 | i | -0.8 | -0.1 | -9 | 6
CC(C)OC(=O)/C(C#N)=C/c1c[nH]c2ccccc12 | 2 | 0 | -0.8 | 1 | -0.3 | -0.4 | 0.3 | -9 | 5
Cc1cc(C)n2nc(S(=O)(=O)NCCc3ccccc3)nc2n1 | -1 | 0 | 0.4 | -5 | -0.2 | 0.1 | -0.5 | 6 | -3
CC12CC3CC(C)(C1)CC(C(=O)NCc1ccncc1)(C3)C2 | 4 | 0 | -3.0 | -7 | -3.8 | 0.8 | -0.3 | 7 | 5
Cc1c(C(=O)N2CCCCC2)c(S(=O)(=O)N(C)Cc2ccco2)c(C)n1C | 1 | -2 | -0.5 | -13 | i | 1.2 | -0.8 | -1 | -1
O=C(C1CCC(CNc2c(N3CCCCC3)c(=O)c2=O)CC1)N1CCCCC1 (stereo not given) | . | 1 | 0.2 | -3 | -0.2 | 2.1 | 1.0 | -7 | 5
O=C(CCC1CCCCC1)NNC(=O)c1cnccn1 | 3 | -3 | -1.5 | -13 | i | 0.5 | -0.8 | -1 | -4
CCCc1cc(=O)oc2c(CN3CCOCC3)c(O)ccc12 | 0 | -4 | -0.2 | -4 | i | . | -0.4 | 5 | 1
COc1ccccc1COC(=O)c1cccc(S(=O)(=O)N2CCCC2)c1 | . | 5 | -0.3 | -9 | i | -3.5 | -0.1 | 3 | 4
C=CCN(c1ccccc1)S(=O)(=O)c1cccc2cccnc12 | 5 | 1 | -0.3 | -3 | -0.3 | 2.5 | 1.0 | -10 | 5
COc1ccc(-c2coc3c(CN4CCCCC4C)c(O)ccc3c2=O)cc1 (stereo not given) | -1 | -15 | -2.4 | -17 | i | 0.1 | 2.4 | 1 | -6
CN(CC(=O)Nc1ccc(F)c(F)c1F)C(=O)Cn1cnc2c1c(=O)n(C)c(=O)n2C | . | -3 | 2.1 | -5 | i | 3.3 | -1.2 | 11 | -4
CCOc1ccc(NC(=O)NCc2ccco2)cc1 | -3 | 0 | 0.3 | -10 | -0.3 | 0.3 | -0.1 | -1 | -4
COc1ccc(OC)c(NC(=O)CCNS(=O)(=O)c2ccc3[nH]c(=O)oc3c2)c1 | -1 | 0 | -1.4 | 0 | -0.5 | 2.4 | -0.8 | -6 | 4
Cc1ccc2cc(CCNC(=O)c3ccc4c(c3)OCO4)c(=O)[nH]c2c1C | -1 | 0 | -0.4 | -4 | -0.2 | 0.1 | 1.1 | 15 | -1
OCCN1CCN(CC(O)C(F)(F)F)CC1 (stereo not given) | 3 | -5 | 0.3 | 1 | -0.2 | 0.4 | -0.6 | 1 | -3
O=S(=O)(Nc1ccc(-c2ccc(NS(=O)(=O)c3ccccc3)cc2)cc1)c1ccccc1 | . | 7 | 0.1 | -6 | -2.9 | 1.2 | 0.3 | 2 | 6
CCNc1nc(NCC)n2c(SCC(=O)Nc3ccccc3)nnc2n1 | 4 | -4 | -0.5 | 2 | -3.6 | -0.1 | 0.9 | 2 | -6
COc1ccc2c(C(=O)CN(C)C3CCCCC3)c[nH]c2c1 | -1 | 7 | 2.3 | -6 | i | . | -1.6 | -11 | -6
CSc1ccccc1NC(=O)COc1ccc(Cl)cc1C | 2 | 0 | -0.2 | -31 | -0.3 | 0.6 | 0.6 | 45 | 5
Cc1cccc(C)c1-n1cccc1/C=C1\SC(=S)N(c2cccc(C(=O)O)c2)C1=O | -3 | -5 | 0.7 | 31 | -0.3 | -0.9 | 2.0 | 5 | -4
O=Nc1ccc(NOC(=O)c2ccccc2)cc1 | 2 | -2 | -0.4 | 5 | -0.5 | 5.0 | -0.4 | -4 | -2
COc1cc(CN2CCCC(C(=O)c3ccccc3SC)C2)cc(OC)c1 (stereo not given) | 1 | -2 | 0.1 | -3 | -2.3 | . | -0.5 | 1 | 6
NCCCNC(=S)NCCCN(Cc1ccc(Cl)cc1)c1ccc(Br)cn1 | . | -7 | -0.3 | . | -0.4 | 6.4 | . | -41 | -1
COc1ccc(-c2cn(CCO)nc2-c2ccc(OC)cc2)cc1 | 3 | 5 | -2.9 | -4 | i | 1.4 | 0.5 | 21 | 5
O=S(=O)(c1cccc(C(F)(F)F)c1)N1CCC(c2cc(-c3cccc4ccccc34)n[nH]2)CC1 | 4 | -4 | -0.9 | -7 | i | . | 0.1 | 0 | 7
COc1ccc(OC)c(C2=NOC(C(=O)N3CCN(c4ccccc4)CC3)C2)c1 (stereo not given) | -5 | 9 | 0.4 | -6 | i | -11 | 1.6 | 12 | 10

Limited to Yp Topo-I inh, for three of the compounds above:
SMILES	Yp Topo-I inh
O=Nc1ccc(NOC(=O)c2ccccc2)cc1	-4
COc1ccccc1COC(=O)c1cccc(S(=O)(=O)N2CCCC2)c1	3
O=C(C1CCC(CNc2c(N3CCCCC3)c(=O)c2=O)CC1)N1CCCCC1 (stereo not given)	-7

Bioassay records: PubChem BioAssay, several laboratories

These rows are one share of the data; count on the stated rates, not on these rows.
